TIM10 inh: inhibits growth of TIM10 yeast strain. S. cerevisiae TIM10 strain growth, BacTiter-Glo luminescence, 24 h. inhibition, % at 10 µM. 330,000 compounds, 1.4% hits;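 active = inhibition of 40% or more at the single tested concentration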;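 also: wild-type TIM10 isogenic control strain grown at permissive 25 °C; 0% = DMSO yeast wells and 100% = minimal medium wells without yeast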
Jurkat NFkB inh: inhibitors of the PMA/ionomycin-induced NF-kB reporter in Jurkat cells. PMA/ionomycin-induced NF-kB luciferase reporter, luminescence. inhibition, % at 4 µM. 330,000 compounds, 0.53% hits. AID 435003; in the data active = inhibition above about 50%
697 NFkB inh: inhibitors of the PMA/ionomycin-induced NF-kB reporter in 697 B cells | 697 B-cell NF-kB luciferase reporter, 16 h | inhibition, % at 4 µM | 330,000 compounds, 0.33% hits; in the data active = inhibition above about 35%
Mdm2-MdmX inh: human Mdm2/MdmX binding inhibition. SaOS-2 split-luciferase Mdm2/MdmX complementation, luminescence. inhibition, % at 8 µM. 330,000 compounds, 3% hits. AID 485346;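 active = inhibition of at least 50% at 8 µM in the primary screen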
Target sequence (O15151 whole entry, looked up): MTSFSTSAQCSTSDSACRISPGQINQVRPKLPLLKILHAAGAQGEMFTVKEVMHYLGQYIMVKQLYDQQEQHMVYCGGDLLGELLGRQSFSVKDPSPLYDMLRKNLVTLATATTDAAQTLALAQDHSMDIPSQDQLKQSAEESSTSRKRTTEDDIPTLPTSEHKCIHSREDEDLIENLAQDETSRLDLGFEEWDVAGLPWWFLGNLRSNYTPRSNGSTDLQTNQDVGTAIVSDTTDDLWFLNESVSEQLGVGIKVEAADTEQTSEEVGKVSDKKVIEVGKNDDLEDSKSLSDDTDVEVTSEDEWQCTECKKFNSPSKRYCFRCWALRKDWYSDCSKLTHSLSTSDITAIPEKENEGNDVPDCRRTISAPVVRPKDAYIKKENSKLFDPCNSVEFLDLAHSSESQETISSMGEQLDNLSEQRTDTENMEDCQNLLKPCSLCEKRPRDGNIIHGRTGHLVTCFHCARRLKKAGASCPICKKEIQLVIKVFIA
Target sequence (Q00987 whole entry, looked up): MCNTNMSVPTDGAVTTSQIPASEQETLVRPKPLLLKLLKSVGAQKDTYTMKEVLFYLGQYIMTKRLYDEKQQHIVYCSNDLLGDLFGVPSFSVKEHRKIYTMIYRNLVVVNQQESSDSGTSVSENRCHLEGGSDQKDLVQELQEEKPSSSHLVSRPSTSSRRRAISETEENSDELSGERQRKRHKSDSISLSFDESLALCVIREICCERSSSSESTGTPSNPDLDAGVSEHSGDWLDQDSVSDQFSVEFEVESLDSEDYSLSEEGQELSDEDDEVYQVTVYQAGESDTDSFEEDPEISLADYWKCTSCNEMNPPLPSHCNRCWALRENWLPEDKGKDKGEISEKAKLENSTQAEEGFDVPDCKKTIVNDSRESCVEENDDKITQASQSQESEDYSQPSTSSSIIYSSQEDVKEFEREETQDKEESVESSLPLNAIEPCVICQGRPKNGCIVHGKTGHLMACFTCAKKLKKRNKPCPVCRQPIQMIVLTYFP
tim23-1 inh: inhibits growth of tim23-1 mutant yeast | S. cerevisiae tim23-1 growth, BacTiter-Glo luminescence, 24 h | inhibition, % at 20 µM | 330,000 compounds, 1.3% hits | AID 463212;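 active = growth inhibition of the mutant yeast at or above 50%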;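 also: temperature-sensitive mutant grown at 25 °C; plate controls were DMSO-treated mutant yeast for no effect and medium wells lacking yeast for full effect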
tim10-1 inh: growth inhibitors of tim10-1 mutant yeast; S. cerevisiae tim10-1 ts strain growth, BacTiter-Glo, 24 h; inhibition, % at 20 µM; 330,000 compounds, 2.2% hits; AID 463190;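 active = inhibition of at least 40%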;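 also: mutant grown at 25 °C; 0% = DMSO wells with yeast and 100% = wells holding no yeast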
CHOP UPR activ: activators of apoptotic arm of unfolded protein response (CHOP) | 330,000 compounds, 0.34% hits | activation, % at 10 µM | AID 449763 | CHO-CHOP luciferase reporter, UPR activation, luminescence; percent of tunicamycin response over DMSO baseline;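 active = at 10 µM dose, activation of 40% or more, normalized to positive control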;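 also: 100% = tunicamycin at 10 µg/mL and 0% = DMSO alone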
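System: CHO CHOP reporter cells. Amount: 500 cells per well. Buffer or medium: F12 medium, 10% FBS. Compound dosing: one dose, 10 µM in 0.5% DMSO. Incubation: 6 h compound exposure at 37 °C after overnight seeding. Technique: Steady-Glo luciferase luminescence. Benchmarks: tunicamycin and DMSO controls.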
XBP1 UPR activ: activators of adaptive arm of unfolded protein response (XBP1); CHO-XBP1 luciferase reporter, IRE1-XBP1 UPR activation, luminescence; percent of tunicamycin response, DMSO as zero; activation, % at 20 µM; 330,000 compounds, 0.33% hits;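 active = versus positive control, 20 µM dose yields 30% or more activation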;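 also: 100% = tunicamycin at 10 µg/mL and 0% = DMSO only wells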
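assay system = CHO-XBP1 luciferase reporter cells | amount = 1000 cells/well | buffer or medium = F12 plus 10% FBS | compound dosing = single point, 20 µM final compound, 1% DMSO | incubation = 16-18 h cell attachment at 37 °C, then 6 h compound exposure | detection = Steady-Glo luminescence read | controls = tunicamycin 10 µg/mL and vehicle-only wells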
* = called active by the depositor.

smiles | Mdm2-MdmX inh | CHOP UPR activ | 697 NFkB inh | TIM10 inh | tim10-1 inh | XBP1 UPR activ | tim23-1 inh | Jurkat NFkB inh
CC1=NN(c2ccccc2)C(=O)/C1=C/c1c(O)n(-c2ccc(F)c(Cl)c2)[nH]c1=O | -47 | 1.9 | -9 | 34 | 35 | 0 | 58* | -6
CN(C)c1ccc(NC(=O)C[n+]2ccccc2)cc1 | 18 | 2.7 | 1 | 4 | -4 | -5 | -11 | -6
CN(c1ccccc1)S(=O)(=O)c1ccc(C(=O)Nc2nnc(-c3ccco3)o2)cc1 | 36 | 0.9 | -17 | 15 | 19 | -1 | 17 | -14
CCc1cc(C(=O)NCC2CCCO2)sc1C (stereo unspecified) | 1 | 1.5 | 5 | -1 | -12 | -3 | -4 | 15
O=C(COC(=O)CCC1CCCCC1)Nc1ccc(OC(F)F)cc1 | 28 | -0.4 | 19 | 16 | 28 | -2 | 24 | -4
CCn1c(C)c(Br)c(=O)c(C(=O)OC)c1-c1ccc(Cl)cc1 | 16 | 0.1 | -5 | -12 | 16 | 0 | 9 | -34
CCOc1ccc(N(CC)C(=O)Cc2c(C(=O)O)n(C)c3ccccc23)cc1 | -36 | 1.6 | 1 | 14 | 10 | 4 | 26 | -6
CCC(c1nnnn1Cc1ccc(F)cc1)N1CCN(C)CC1 (stereo unspecified) | 7 | 0.6 | 1 | -11 | -10 | -1 | -4 | -2
CCC/C(=N\NC(=O)c1ccc(CSc2nncn2C)cc1)c1ccccc1 | -32 | 0.6 | -7 | 3 | 2 | 6 | 13 | 1
COCCN(C(=O)CSc1nnc(C)n1Cc1ccccc1)c1c(N)n(Cc2ccccc2)c(=O)[nH]c1=O | 15 | -0.7 | 8 | 15 | 4 | -3 | -4 | -6
O=C1c2cccnc2C(Nc2ccc(S(=O)(=O)N3CCCCC3)cc2)N1Cc1ccccc1 (stereo unspecified) | 9 | -0.7 | 3 | 9 | 12 | -2 | 12 | 1
COc1ccc([C@@H]2OC2(C(N)=O)C(N)=O)cc1 | 12 | 0.0 | 1 | -9 | -15 | 1 | 4 | -4
Nc1ncc(CCN2CCOCC2)c(-c2ccc(F)cc2)n1 | 2 | 2.2 | 25 | 4 | 10 | 1 | 7 | -6
O=C1CC(N2CCN(c3ccc(F)cc3)CC2)C(=O)N1c1ccccc1 (stereo unspecified) | -3 | 2.2 | -7 | -8 | 2 | -1 | -11 | 9
COC(=O)CC1C(=O)NCCN1C(=O)CSc1nc2cc(Cl)ccc2o1 (stereo unspecified) | 12 | -0.6 | 15 | -13 | -6 | -2 | 11 | 8
C/C(CC(=O)Nc1ccc2c(c1)OCCO2)=N\NC(=O)COc1ccccc1 | 19 | 1.7 | 5 | 4 | -19 | -4 | 1 | 10
COC(=O)c1ccc(C)c(NC(=O)CSc2nnc3ccccn23)c1 | 0 | 0.7 | 26 | -7 | -8 | 1 | 32 | -5
Nc1c(-c2ccc(Cl)cc2)cnn1C1CCS(=O)(=O)C1 (stereo unspecified) | -11 | 2.1 | 8 | 2 | -8 | 4 | -19 | -7
COc1ccc(C2c3c(-c4ccccc4O)n[nH]c3C(=O)N2CCc2ccc(OC)c(OC)c2)cc1 (stereo unspecified) | 30 | 0.5 | 2 | 5 | 31 | 2 | 26 | -25
COc1ccc(N2CCN(C(=O)CN(c3ccc(Br)cc3)S(C)(=O)=O)CC2)cc1 | -18 | -1.9 | -18 | 15 | 25 | -5 | 28 | -7

Ordered by heavy-atom count (largest number first): 11 of the compounds above.
smiles | Mdm2-MdmX inh | CHOP UPR activ | 697 NFkB inh | TIM10 inh | tim10-1 inh | XBP1 UPR activ | tim23-1 inh | Jurkat NFkB inh
COCCN(C(=O)CSc1nnc(C)n1Cc1ccccc1)c1c(N)n(Cc2ccccc2)c(=O)[nH]c1=O | 15 | -0.7 | 8 | 15 | 4 | -3 | -4 | -6
COc1ccc(C2c3c(-c4ccccc4O)n[nH]c3C(=O)N2CCc2ccc(OC)c(OC)c2)cc1 (stereo unspecified) | 30 | 0.5 | 2 | 5 | 31 | 2 | 26 | -25
O=C1c2cccnc2C(Nc2ccc(S(=O)(=O)N3CCCCC3)cc2)N1Cc1ccccc1 (stereo unspecified) | 9 | -0.7 | 3 | 9 | 12 | -2 | 12 | 1
COc1ccc(N2CCN(C(=O)CN(c3ccc(Br)cc3)S(C)(=O)=O)CC2)cc1 | -18 | -1.9 | -18 | 15 | 25 | -5 | 28 | -7
CCC/C(=N\NC(=O)c1ccc(CSc2nncn2C)cc1)c1ccccc1 | -32 | 0.6 | -7 | 3 | 2 | 6 | 13 | 1
COC(=O)CC1C(=O)NCCN1C(=O)CSc1nc2cc(Cl)ccc2o1 (stereo unspecified) | 12 | -0.6 | 15 | -13 | -6 | -2 | 11 | 8
COC(=O)c1ccc(C)c(NC(=O)CSc2nnc3ccccn23)c1 | 0 | 0.7 | 26 | -7 | -8 | 1 | 32 | -5
CCC(c1nnnn1Cc1ccc(F)cc1)N1CCN(C)CC1 (stereo unspecified) | 7 | 0.6 | 1 | -11 | -10 | -1 | -4 | -2
Nc1ncc(CCN2CCOCC2)c(-c2ccc(F)cc2)n1 | 2 | 2.2 | 25 | 4 | 10 | 1 | 7 | -6
Nc1c(-c2ccc(Cl)cc2)cnn1C1CCS(=O)(=O)C1 (stereo unspecified) | -11 | 2.1 | 8 | 2 | -8 | 4 | -19 | -7
COc1ccc([C@@H]2OC2(C(N)=O)C(N)=O)cc1 | 12 | 0.0 | 1 | -9 | -15 | 1 | 4 | -4

Remaining list, next part
smiles | Mdm2-MdmX inh | CHOP UPR activ | 697 NFkB inh | TIM10 inh | tim10-1 inh | XBP1 UPR activ | tim23-1 inh | Jurkat NFkB inh
Cn1cccc1/C=C1\CCc2ccccc2C1=O | -184 | -2.5 | -400 | 13 | 8 | -6 | 35 | -162
CC1(C)CC(NC(=O)c2ccccc2Cl)CC(C)(C)N1 | 6 | -0.3 | 21 | -6 | -4 | 0 | 0 | 2
O=C(CN1C(=O)C2CCCCC2C1=O)Nc1ccccc1C(=O)O (stereo unspecified) | 16 | 1.5 | 16 | -1 | -9 | 5 | -3 | -3
COc1ccc(S(=O)(=O)Nc2ccccc2C(=O)N2CCOCC2)cc1F | -3 | 0.5 | 6 | 10 | 5 | -3 | 10 | -2
CC1(C)CC(=O)C(C2C3=C(CC(C)(C)CC3=O)Oc3ccc4ccccc4c32)C(=O)C1 (stereo unspecified) | -16 | 1.7 | -2 | 33 | 34 | -1 | 28 | -50
COCCn1c(COc2ccc(C)cc2)nc2ccccc21 | -40 | 4.1 | -43 | 18 | 26 | -3 | 25 | -19
CCc1nnc(NC(=O)CSCc2cc(=O)n3nc(C(C)C)sc3n2)s1 | 1 | 1.6 | -33 | -5 | 0 | -6 | 14 | -12
CCC(C)(C)n1nnnc1C(c1ccccn1)N1CCN(c2cccc(OC)c2)CC1 (stereo unspecified) | 22 | -0.7 | 10 | 5 | 26 | -3 | 24 | -2
COCc1nnc(NS(=O)(=O)c2ccc(Br)cc2)s1 | 3 | -1.2 | 9 | 5 | 10 | -3 | 11 | -4
CC(C)n1c(N2CCCC2)nc2c1c(=O)[nH]c(=O)n2C | 7 | 0.1 | -17 | -15 | 3 | 2 | 6 | -11
CC(=O)c1sc(NC(=O)c2cccc(N3C(=O)CCC3=O)c2)nc1-c1ccccc1 | 4 | 1.0 | 12 | 1 | -2 | 1 | 6 | 3
C[C@@H]1C(=O)O[C@H]2CC34[C@H]5C[C@@H](C(C)(C)C)[C@]36[C@@H](OC(=O)[C@@H]6O)O[C@@]4(C(=O)O5)[C@]21O (stereo partly specified) | 19 | -1.4 | -2 | 4 | -27 | -7 | 25 | -2
COc1ccc(-c2nc(C)c(C(C)=O)n2O)cc1[N+](=O)[O-] | 7 | -0.1 | 15 | 8 | 13 | -3 | 15 | -5
COc1ccc(C(=O)NCc2nnc(SCC(=O)Nc3cccc(C(F)(F)F)c3)o2)cc1OC | -18 | 0.9 | 14 | 6 | 16 | 1 | 1 | -9
C#CCNC(=O)C1=C[C@H](C)[C@@H](CCCO)[C@H](OCC)O1 | 20 | 1.5 | 25 | -4 | -18 | 2 | -9 | -10
COc1ccc(NC(=O)CCN2C(=O)C3C4CCC(C4)C3C2=O)cc1 (stereo unspecified) | -19 | 1.0 | -24 | -2 | 3 | -2 | 11 | 6
Cc1cccc(NC(=O)C(=O)NCC2CCCN2S(=O)(=O)c2ccccc2)c1 (stereo unspecified) | 18 | 0.1 | -10 | 11 | 9 | -2 | 1 | -7
CCCN1CCC(N(CCc2ccccc2)Cc2ccccc2)CC1 | 15 | -0.3 | -33 | -149 | -78 | -2 | -71 | -5
COc1ccc(CN2C(=NC(=O)C3CC3)SC3CS(=O)(=O)CC32)cc1OC (stereo unspecified) | 0 | -2.5 | 18 | -1 | -15 | -1 | 5 | -10
COc1cccc(S(=O)(=O)NCc2ccc(C(=O)Nc3cccc(Cl)c3)cc2)c1 | 35 | 1.1 | -4 | -19 | 4 | -4 | -2 | -4
CCN(CC)c1cc(C)c2cc(NC(=O)c3ccccc3F)ccc2n1 | -18 | -1.4 | -54 | -5 | 16 | 10 | 24 | -19
COc1cc(C(=O)N2CCN(C(=O)c3cc(-c4ccccc4)n[nH]3)CC2)cc(OC)c1OC | 8 | 1.3 | -20 | 9 | -5 | -3 | 4 | 7
Cc1c(C(=O)Nc2cccc([N+](=O)[O-])c2)sc2ncn(CC(=O)N3CCOCC3)c(=O)c12 | 0 | -1.1 | 23 | 6 | 7 | -4 | -1 | 0
O=C(CCS(=O)(=O)c1ccccc1)Nc1nc2ccc(F)cc2s1 | 67* | 1.6 | -10 | -10 | -6 | -1 | 1 | -1
O=C(CN(c1cccc(Br)c1)S(=O)(=O)c1ccccc1)N/N=C/c1cc([N+](=O)[O-])ccc1O | 52* | -2.1 | -19 | -30 | 31 | -4 | 25 | 1
Cc1oc(-c2ccoc2)nc1CN(Cc1ccccc1)CC1CC1 | 15 | -0.1 | 1 | -7 | 0 | 1 | 8 | -12
COc1ccccc1N1CC(C(=O)Nc2nnc(SCC(=O)N3CCOCC3)s2)CC1=O (stereo unspecified) | 13 | 1.0 | 0 | 3 | -16 | 0 | 3 | 4
CS(=O)(=O)c1[nH]nc(-c2ccccc2Cl)c1C#N | 6 | -1.4 | 3 | 7 | -16 | -2 | 7 | -1
O=C(Nc1nccs1)c1ccc(-c2ccc(Cl)cc2)o1 | -332 | 3.9 | -145 | 17 | -1 | 7 | -10 | -137
Cc1ccc(S(=O)(=O)N2[C@@H](c3ccc(F)cc3)C(C(=O)O)=CC[C@H]2c2ccc(C(C)C)cc2)cc1 | -11 | -0.1 | -27 | 13 | 30 | -2 | 38 | -12
COc1cccc(/C=C2\SC(=S)N(NS(=O)(=O)c3ccc(C)cc3)C2=O)c1OC | -15 | 3.3 | 13 | 25 | 37 | -2 | 41 | -19
CCc1ccc(S(=O)(=O)NCCc2cn3ccsc3n2)s1 | 5 | -0.9 | 10 | -3 | 9 | 0 | 17 | 1
O=C(C1CCCO1)N1CCN(c2c3c(nc4cc(-c5ccc(F)cc5)nn24)CCC3)CC1 (stereo unspecified) | -1 | 6.5 | -15 | 12 | 6 | -3 | 25 | -9
CC(C)(C)c1ccc(C(CC(=O)O)NC(=O)C23CC4CC(CC(C4)C2)C3)cc1 (stereo unspecified) | 2 | 0.3 | -17 | 16 | 23 | -3 | 18 | 2

Source: PubChem
